Rab9 prom act – qHTS Assay for Rab9 Promoter Activators. actives 2.8% (n = 320,000). Potency, µM (doses to about 9.22 µM), without a hit: top-dose activation, negative = inhibition, usual class: activators. Huh7 Rab9 promoter-luciferase reporter, luminescence, 24 h; also: potency is read from the fitted curve at half-maximal effect; % of control where 0% means no effect; nearly all actives have a fitted effect of over 60% in size
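Huh7 cells stably carrying Rab9 promoter–luciferase reporter, plated 1500 cells/well, compound added after 2 h and incubated 24 h at 37 °C; luciferase luminescence then read after 10 min with detection reagent.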
RORg inh – qHTS for inhibitors of ROR gamma transcriptional activity | actives 5.4% (n = 310,000) | Potency, µM (top dose mostly 53.6 µM), inactives show at the top dose activity change, negative = inhibition, actives largely listed as inhibitors | Nuclear receptor ROR-gamma (Mus musculus), P51450 | AID 2551, 2010 | Drosophila S2 Gal4-RORgamma UAS-luciferase reporter, 20 h; also: potency is read from the fitted curve at half-maximal effect; % is scaled to controls: 0 for no effect and ±100 for the full control effect; nearly all actives have a fitted effect of over 60% in size
Target sequence (P51450 whole entry, looked up, the tested form may be a part): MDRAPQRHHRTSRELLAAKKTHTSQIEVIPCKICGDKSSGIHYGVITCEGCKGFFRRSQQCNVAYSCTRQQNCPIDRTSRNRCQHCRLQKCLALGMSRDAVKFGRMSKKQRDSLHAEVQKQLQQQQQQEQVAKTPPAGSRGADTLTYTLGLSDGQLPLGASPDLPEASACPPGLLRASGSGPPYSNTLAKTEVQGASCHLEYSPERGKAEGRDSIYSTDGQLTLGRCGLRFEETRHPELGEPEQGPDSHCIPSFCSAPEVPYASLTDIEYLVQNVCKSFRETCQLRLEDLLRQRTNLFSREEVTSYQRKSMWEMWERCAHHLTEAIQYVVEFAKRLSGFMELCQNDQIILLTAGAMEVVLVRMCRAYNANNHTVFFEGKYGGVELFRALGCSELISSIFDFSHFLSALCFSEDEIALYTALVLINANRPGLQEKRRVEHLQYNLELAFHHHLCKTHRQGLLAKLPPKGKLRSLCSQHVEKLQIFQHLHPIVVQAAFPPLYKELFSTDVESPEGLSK
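Read-out: Photinus luciferase luminescence; inhibitors lower reporter signal. Insect Schneider cells with Gal4-ROR gamma fusion under metallothionein promoter, UAS reporter; 700 uM final copper sulfate induction, 20 hr, ambient temperature.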
FLuc modulator – qHTS profiling assay for firefly luciferase inhibitor/activator using purifed enzyme and Km concentrations of substrates (counterscreen for miR-21 project). Luciferin 4-monooxygenase (Photinus pyralis), P08659. purified FLuc, Km substrates, luminescence inhibition. Potency, µM (doses to about 57.5 µM), for inactives: at the top dose activity change, negative = inhibition, actives largely listed as inhibitors. actives 6.9% (n = 360,000). AID 588342, 2011;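 also: potency is read from the fitted curve at half-maximal effect; plate controls were vehicle for no effect and reference inhibitor for full effect; nearly all actives have a fitted effect of over 55% in size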
Target sequence (P08659 whole entry, looked up): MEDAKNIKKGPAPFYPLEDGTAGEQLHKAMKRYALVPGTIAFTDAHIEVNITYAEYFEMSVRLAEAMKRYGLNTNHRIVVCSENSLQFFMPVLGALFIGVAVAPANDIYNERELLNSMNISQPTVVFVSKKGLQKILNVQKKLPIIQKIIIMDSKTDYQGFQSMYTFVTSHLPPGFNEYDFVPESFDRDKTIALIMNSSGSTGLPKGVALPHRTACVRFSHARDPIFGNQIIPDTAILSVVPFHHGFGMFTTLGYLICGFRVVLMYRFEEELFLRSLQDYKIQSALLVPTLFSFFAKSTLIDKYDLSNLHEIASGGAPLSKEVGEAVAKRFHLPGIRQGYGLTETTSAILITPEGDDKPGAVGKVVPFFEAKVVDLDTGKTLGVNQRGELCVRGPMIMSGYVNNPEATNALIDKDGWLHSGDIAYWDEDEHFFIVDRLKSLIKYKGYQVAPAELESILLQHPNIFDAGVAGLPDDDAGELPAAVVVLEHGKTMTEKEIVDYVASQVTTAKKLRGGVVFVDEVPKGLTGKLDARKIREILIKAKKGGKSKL
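Purified P. pyralis luciferase (10nM final) with 10uM D-luciferin and 10uM ATP (Km levels) in 50mM Tris acetate pH 7.5, 10mM Mg acetate, 0.01% Tween-20, 0.05% BSA; qHTS 6-point titration, ~60 µM downward; luminescence read.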
NPC1 prom act – qHTS Assay for NPC1 Promoter Activators. Huh7 NPC1 promoter luciferase reporter, 24 h. Potency, µM (highest dose often 9.22 µM), without a hit: top-dose activation, most hits filed as activators. actives 2.4% (n = 320,000). AID 485313, 2010;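 also: potency is read from the fitted curve at half-maximal effect; % of control where 0% means no effect; nearly all actives have a fitted effect of over 60% in size; reporter is driven by a mutant NPC1 promoter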
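In 1536-well qHTS, Huh7 cells harboring an NPC1 promoter–luciferase construct received compound for 24 h; activation was quantified by luminescence following luciferase reagent addition.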
uPA surface inh – qHTS for Inhibitors of Cell Surface uPA Generation. cell surface uPA generation assay, qHTS. Potency, µM (doses to about 38.3 µM), inactives show at the highest dose activity change, negative = inhibition, actives largely listed as inhibitors. actives 0.31% (n = 330,000). AID 540303, 2011; active = well fitted inhibition curve with a large enough effect; inconclusive = small, poorly fitted or top-dose-only effect; inactive = no such curve, though single readings can be large or run the other way; tested in mouse RAW 264.7 cells; also: potency is read from the fitted curve at half-maximal effect; % is scaled to controls: 0 for no effect and ±100 for the full control effect; nearly all actives have a fitted effect of over 55% in size
KCNH2 3.1 block – qHTS for Inhibitors of KCHN2 3.1: Mutant qHTS. Potassium voltage-gated channel subfamily H member 2, brain isoform KCNH2 3.1 (human). U2OS KCNH2 3.1, thallium flux FluxOr; hits give low values. activity change, % (tested at about 1.8 µM). actives 0.95% (n = 340,000). AID 720553, 2013;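 active = maximum activity change below -70%; inconclusive = maximum activity change from -70% to -50%; inactive = maximum activity change above -50%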;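 also: thallium influx rate constant from kinetic fluorescence after stimulation buffer; % is scaled to controls: 0 for no effect and ±100 for the full control effect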
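Thallium flux via FluxOr fluorescence (Red40 quencher, 45 min loading) in U2OS cells virally expressing the KCNH2 3.1 isoform (1.77 x 10^8 /mL virus, overnight at 37 C). Rate constants from 2-min kinetic reads post-stimulation, normalised to positive and negative controls.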
FBPA coupling cs – qHTS Assay for Inhibitors of Fructose-1,6-bisphosphate Aldolase from Giardia Lamblia: Coupling assay counterscreen; coupling enzyme system counterscreen, AmpLite Red fluorescence; activity change, negative = inhibition, % at 58.2 µM, hits read low; actives 0.67% (n = 290,000); AID 2472, 2010; in the data active = activity change below about -30%; also: % is scaled to controls: 0 for no effect and ±100 for the full control effect
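Coupling enzymes only (glyceraldehyde-3-phosphate) + compound, at 57.5 uM final, 10 min RT; add substrate/coupling/AmpLite Red mix, 20 min RT; fluorescence ex 525/em 598 nm. Actives flag coupling-system interference.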
Giardia kill – Small Molecules that selectively kill Giardia lamblia: qHTS. activity change, % at 7.66 µM, hits read low. Giardia lamblia trophozoite viability. actives 0.15% (n = 340,000); in the data active = activity change below about -80%; inconclusive = between about -30% and that limit;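 also: parasites exposed to compound for two days anaerobically before the ATP read; % is scaled to controls: 0 for no effect and ±100 for the full control effect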
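Luminescent ATP signal served as the viability read-out, measured 15-30 min after adding ATP detection reagent to trophozoites that had been incubated with compounds for 48 hrs at 37 deg C anaerobically at 100 cells/well.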
ELG1 genotox – qHTS screen for small molecules that induce genotoxicity in human embryonic kidney (HEK293T) cells expressing luciferase-tagged ELG1; HEK293T ELG1-luciferase reporter, luminescence, 16 h; Potency, µM (doses to about 46 µM), for the others: at the highest dose activity change, positive = activation, most hits filed as activators; actives 1.3% (n = 330,000); AID 504466, 2011; also: potency is read from the fitted curve at half-maximal effect; % of control where 0% means no effect; nearly all actives have a fitted effect of over 60% in size
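Cells (2,000/well) expressing the ELG1-luciferase fusion are dosed by pin tool and kept 16 hr at 37 °C, 5% CO2. Signal comes from ONE-Glo luciferase reagent after 30 min at room temperature.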
Tb PFK inh – qHTS Assay to Find Inhibitors of T. brucei phosphofructokinase; Potency, µM (series often up to 57.5 µM), inactives show top-dose activity, negative = inhibition, most hits filed as inhibitors; AID 485367, 2010; actives 0.17% (n = 330,000); ATP-dependent 6-phosphofructokinase (Trypanosoma brucei brucei), O15648; T. brucei PFK, ADP-Glo luminescence;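 also: potency is read from the fitted curve at half-maximal effect; 0% = uninhibited 1x PFK enzyme wells and -100% = no-enzyme wells; nearly all actives have a fitted effect of over 60% in size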
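In TEA buffer at pH 8.0 with 5 mM MgCl2, enzyme (1.25 nM) converted F6P (0.5 mM) and ATP (0.1 mM) for 45 min at room temperature. ADP product was read by luciferase luminescence.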
Gal4-VP16 FLuc – VP16 counterscreen qHTS for inhibitors of ROR gamma transcriptional activity | Potency, µM (highest dose often 53.6 µM), inactives show top-dose activity, negative = inhibition, actives largely listed as inhibitors | Drosophila S2 Gal4-VP16 UAS-luciferase, luminescence, 20 h | AID 2546, 2010 | actives 3.5% (n = 310,000);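 also: Gal4-VP16 expression switched on by copper sulfate through the metallothionein promoter; potency is read from the fitted curve at half-maximal effect; % is scaled to controls: 0 for no effect and ±100 for the full control effect; nearly all actives have a fitted effect of over 50% in size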
* = called active by the depositor; ? = inconclusive; · = not tested or not shown; [ ] = dose if it differs, or a comment. Unless noted, calls follow the shape of the dose curve; as a rule, active = well fitted curve in the direction sought with a large enough effect; inconclusive = small, poorly fitted or top-dose-only effect, or another doubt; inactive = no such curve, though single readings can be large; an effect the other way counts as inactive or inconclusive. Outcome played no part in choosing rows; about 14% have a hit in one of these screens.

SMILES | Rab9 prom act | RORg inh | FLuc modulator | NPC1 prom act | uPA surface inh | KCNH2 3.1 block | FBPA coupling cs | Giardia kill | ELG1 genotox | Tb PFK inh | Gal4-VP16 FLuc
O=C(Cc1ccc(F)cc1)NCCc1ccccc1 | 1% | 31% | -1% | 10% | -3% | ? | 1 | -2 | 10% | -7% | 13%
CC(=O)c1ccc(-c2ccc(C(=O)NCC3CCCO3)o2)cc1 (centres undefined) | 14% | · | ? | 6% | -2% | -3 | · | -13 | 21% | 0% | ·
Cn1ncc([N+](=O)[O-])c1C(=O)NCc1ccccc1 | -2% | 7% | 0% | 0% | -15% | -2 | -1 | -19 | -3% | -5% | -8%
COc1cc(-c2cc(C(=O)N(C)Cc3ccccc3)c3ccccc3n2)cc(OC)c1OC | -2% | -14% | -2% | 0% | 6% | -8 | -1 | 3 | -45%[inhibitor] | 2% | 1%
Cc1ccccc1OCC(=O)OCC(=O)N1CCc2ccccc21 | 0% | · | -2% | -2% | -2% | -9 | · | 11 | 2% | 0% | ·
COc1cccc(NC(=O)c2cccc(S(=O)(=O)N3CCN(Cc4ccccc4)CC3)c2)c1 | -2% | · | 6% | 4% | -3% | 29 | · | 11 | -12% | -6% | ·
Cc1ccccc1C(=O)N1CCN(S(=O)(=O)c2ccccc2)CC1 | -7% | 6% | -1% | -1% | -1% | 1 | 2 | 24 | -8% | 2% | 11%
O=C(COC(=O)c1cccc([N+](=O)[O-])c1)NCc1cccs1 | 4% | 3% | 4% | 0% | 5% | 1 | 0 | -9 | 3% | 2% | -8%
COc1cccc(CNS(=O)(=O)c2c(C)[nH]c(C)c2C(=O)N2CCCC2)c1 | -8% | 3% | 11% | 0% | 0% | -2 | · | 21 | 1% | 4% | -4%
O=C(NCC(=O)N(Cc1ccco1)C(C(=O)NC1CCCCC1)c1cccnc1)c1ccco1 (centres undefined) | 2% | 18% | 3% | 0% | 4% | 2 | 9 | 18 | 2% | -12% | 8%
COc1ccc(Cl)cc1NC(=S)N1CCN(c2ccccn2)CC1 | -8% | -29% | -1% | -5% | -7% | 3 | 1 | 7 | -3% | 0% | -3%
CC1CCCN(CCCOc2ccc(Cl)cc2Br)C1 (centres undefined) | -5% | 20% | ? | -4% | 6% | ? | 2 | -11 | 0% | -5% | -3%
CCOC(=O)c1sc(NC(=O)CC(C)c2ccccc2)nc1C (centres undefined) | -5% | 17% | -2% | -20% | -13% | 13 | 1 | -23 | -4% | 5% | -11%
CCOC(=O)N1CCN(C(=O)/C(=C/c2ccc(Br)cc2)NC(=O)c2ccc(OC)cc2)CC1 | -8% | 40% | 2% | -4% | 12% | ? | 1 | -7 | 2% | 2% | 6%
Cc1ccc(C(CCN(Cc2ccccc2)C(=O)c2ccco2)c2ccco2)cc1 (centres undefined) | 0% | -43% | -2% | 9% | -7% | -6 | 2 | -2 | -2% | ? | 9%
CCn1c(SCC(=O)Nc2ccccc2F)nnc1-c1ccoc1C | -1% | -10% | -1% | -3% | 0% | -118* | 4 | -5 | 0% | 0% | 5%
Cc1cccc(NC(=S)NNC(=O)c2csc(C)c2)c1 | ? | 5µM* | 8.5µM* | 14% | 1% | -7 | 2 | 0 | 14% | -4% | ?
CCOC(=O)C(Cc1ccc(NC(=O)/C(=C/c2ccc(OC(C)=O)cc2)NC(C)=O)cc1)N1C(=O)c2ccccc2C1=O (centres undefined) | 0% | 1% | 3% | -2% | -5% | 6 | 3 | -15 | -2% | -3% | -4%
CCN(CC)CCNC(=O)C(=O)Nc1cc2c3c(c1)CCC(=O)N3CCC2 | -4% | -19% | -1% | -2% | 3% | 4 | 0 | 5 | 9% | 0% | 2%
CCOC(=O)c1ccc(NC(=O)NC2CC3CCC(C2)N3Cc2nnnn2C(C)(C)C)cc1 (centres undefined) | -6% | -6%[10 µM] | 0% | 1% | -1% | -4 | 2 | -10 | 3% | 0% | -2%
COc1cccc(C(=O)Nc2ccc3c(C)cc(=O)oc3c2)c1 | 0.71µM* | ? | 1.9µM* | 1.1µM* | -27% | 2 | 1 | -12 | 2.3µM* | ? | -22%
Cc1ccc(NC(=O)C(Nc2ccccc2)c2ccccc2)cc1 (centres undefined) | 1% | -15%[10 µM] | -5% | -4% | 2% | 9 | -1 | 5 | -2% | 3% | -3%
Cc1ccccc1S(=O)(=O)Nc1ncnc2scc(-c3ccccc3)c12 | 2% | 34% | 3% | -1% | 3% | 16 | 1 | 8 | -1% | 0% | 1%
O=C(OCc1ccc(F)cc1)c1cc(S(=O)(=O)N2CCCCC2)ccc1N1CCOCC1 | -9% | · | -2% | -4% | -16% | -16 | · | 18 | -2% | -1% | ·
CCN(CC)S(=O)(=O)c1ccc(N2CCOCC2)c(NC(=O)COc2ccccc2C#N)c1 | 22% | 13% | -4% | 0% | ? | -16 | -1 | 7 | -11% | 7% | 6%
CN1C(=O)[C@@H]2[C@H](C1=O)[C@@H]1C(=O)Nc3ccccc3C(=O)N1[C@@H]2c1ccc(F)cc1 | -5% | -4% | -1% | 1% | 9% | -10 | -3 | 0 | 0% | -1% | -5%
COc1ccc(CS(=O)(=O)CC(C)(O)c2ccccc2Cl)cc1 (centres undefined) | 0% | 15% | 1% | 2% | 4% | -3 | 0 | -10 | 0% | -3% | -1%
CCC(=O)N(CC(=O)Nc1sc(C)c(C)c1C(N)=O)Cc1ccc(F)cc1 | -1% | 9% | 0% | 11% | -1% | 9 | 0 | -19 | -5% | -3% | -5%
O=S(=O)(NCc1csc(-c2cccs2)n1)c1ccccc1 | 7% | ? | -2% | 9% | 1% | -12 | -4 | -2 | 0% | 1% | 0%
CN(C)C(=O)COc1ncnc2scc(-c3ccc(F)cc3)c12 | 1% | -29% | 0% | -5% | 0% | 0 | -1 | -12 | -1% | 0% | -6%
COC(=O)[C@@H](Cc1ccccc1)NC(=O)NCCc1ccccc1 | -9% | 13% | -1% | 0% | 4% | -10 | 4 | -10 | 0% | 5% | 17%
Nc1nc(N)c(C=Nc2ccc(Br)cc2)c(Nc2ccc(Br)cc2)n1 | 0% | ? | -8% | -2% | -6% | 6 | 1 | 14 | 1% | -9% | ?
CC1CC(C)CN(CCCOc2ccccc2[N+](=O)[O-])C1 (centres undefined) | 12% | 0% | -1% | 0% | 2% | -10 | -3 | 5 | -1% | 0% | -3%
COc1ccc(Cl)cc1NC(=O)c1cccc(-n2cnnn2)c1 | -1% | · | -1% | 3% | 1% | -11 | · | -3 | -1% | 6% | ·
Cc1ccc(/C=N/Nc2ccc3c(C(F)(F)F)cc(C(F)(F)F)nc3n2)cc1 | 0% | -30% | 2% | -2% | 0% | -12 | 0 | -10 | 0% | 2% | 0%
O=C(/C=C/c1nc2ccccc2s1)N1CCCCCC1 | 2µM* | 0% | 15µM* | 3.2µM* | -11% | -26 | 0 | 4 | ? | -1% | -18%
C=CCn1c(=N)n(CC(=O)O)c2ccccc21 | -3% | 5% | 2% | -1% | 4% | 22 | -3 | -19 | 0% | -4% | 4%
CCOC(=O)/C(=N/Nc1ccccc1)c1csc(Nc2ccccc2)n1 | -4% | -41% | ? | -2% | -3% | -1 | -3 | -19 | 3% | 1% | -21%
CCCCc1cc(=O)oc2cc(C)cc(OCC(=O)N3CCC(C(N)=O)CC3)c12 | -10% | -19% | 0% | -2% | 13% | 1 | 0 | 17 | 1% | -8% | 4%
CC(=O)N1CCCc2cc(S(=O)(=O)N3CCC(C)CC3)ccc21 | 2% | 3% | 2% | -3% | -2% | -6 | 1 | 2 | 7% | 4% | -1%
Cc1ccccc1NC(=O)NCc1ccco1 | 16% | 21% | -4% | 5% | 3% | 1 | 3 | 4 | -6% | -3% | 4%
COc1ccccc1CN1CCNC(=O)C1CC(=O)NCCc1cnccn1 (centres undefined) | -1% | -5% | -1% | -2% | 2% | 7 | -8 | -5 | 0% | -2% | 7%
COc1ccc(NC(=S)Nc2cc(-c3ccccc3)[nH]n2)cc1Cl | -3% | 2.8µM* | ? | -4% | · | 7 | 1 | 23 | -4% | 0% | 2µM*
